Assay outcomes: PubChem, National Center for Advancing Translational Sciences (NCATS)
S-ASM inh = inhibitors of human secretory acid sphingomyelinase | P17405 | placental ASM, HMU-PC fluorogenic substrate, 60 min | Potency, µM (highest dose often 57.5 µM), inactives show top-dose activity change, negative = inhibition, hits mostly inhibitors | 340,000 tested, 0.006% active | AID 504937; further: potency means the concentration at half of the fitted maximal effect
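HMU-PC0 cleavage (9 uM final) by human placental ASM, 60 min at 37 °C following 10 min compound exposure at RT; stopped at pH 10, fluorescence Ex 386/Em 447 nm.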
Coupling enz = counter-screen for Giardia aldolase inhibitors: coupling enzyme system; coupling enzyme system counterscreen, AmpLite Red fluorescence; activity change, negative = inhibition, % at 58.2 µM, hits read low; 290,000 tested, 0.67% active; AID 2472; in the data active means activity change below about -30%; further: on the % scale 0 is the no-effect control and ±100 the full control effect
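Fluorescence at 525 nm excitation and 598 nm emission measured inhibition of the coupled detection system without aldolase. Compounds (at 57.5 uM final) were preincubated 10 min at room temperature with coupling enzyme reagent before a 20 min substrate/AmpLite Red step.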
a7 integrin act = integrin-mediated muscular dystrophy alleviation activation. 350,000 tested, 0.064% active. Potency, µM (doses to about 38.3 µM), inactives show top-dose activation, usual class: activators. AID 624291. alpha7betagal myoblasts, beta-gal FDG fluorescence, 48 h;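 further: potency means the concentration at half of the fitted maximal effect; 100% = response of the positive control SU9516; nearly all actives have a fitted effect of over 60% in size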
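Alpha7betagal+/- myoblasts (passage 13) were plated 16-24 hr, then exposed to compounds (1:260 dilution of DMSO stock) for 48 hours at 37C. After MPER lysis, β-galactosidase reporter activity was read as FDG fluorescence (ex 480/em 540) after 30 minutes.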
AT treatment = candidate therapy for ataxia-telangiectasia; […] A-T fibroblasts, KAP-1 phosphorylation AlphaLISA; neocarzinostatin DNA damage 30 min before lysis; Potency, µM (series often up to 57.5 µM), without a hit: top-dose activation, usual class: activators; 320,000 tested, 0.19% active; AID 485349; further: potency means the concentration at half of the fitted maximal effect; % of control where 0% means no effect; nearly all actives have a fitted effect of over 45% in size
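hTERT-immortalized A-T patient fibroblasts ([…]), 500 cells/well in OPTI-MEM, 1% FBS, got compounds for 60 min, then NCS for 30 min at 37C. Lysates were then assayed for phospho-KAP-1 by AlphaLISA (anti-pKAP1 donor, anti-KAP1 acceptor beads), 6 hr at 25C.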
KCNH2 3.1 inh = blocks the human KCNH2 3.1 channel isoform | 340,000 tested, 0.95% active | activity change, % (tested at about 1.8 µM) | U2OS KCNH2 3.1, thallium flux FluxOr; stronger effect = lower value;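 active means maximum activity change below -70%; inconclusive means maximum activity change from -70% to -50%; inactive means maximum activity change above -50%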;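 further: thallium influx rate constant from kinetic fluorescence after stimulation buffer; on the % scale 0 is the no-effect control and ±100 the full control effect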
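Measured as rate of thallium-driven FluxOr signal in transduced U2OS cells carrying the 3.1 channel, read kinetically for 2 min upon stimulation; values are rate constants scaled to DMSO control wells.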
TRPV1 ag = agonists of human vanilloid receptor 1 (TRPV1); TRPV1-expressing cells, Fluo-8 calcium influx, agonist mode; 320,000 tested, 0.19% active; activation, % at 8.33 µM; in the data active means activation above about 80%; inconclusive means between about 30% and that limit; further: 0% is about no effect
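Fluo-8 calcium influx in TRPV1-expressing cells, kinetic read (ex 480/em 520 nm). Compound added and read 3 min for agonist activity, followed by capsaicin at EC20 final and 2 min further read for enhancement.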
CXXC DNA block = blocks binding of human MLL CXXC domain to DNA; Q03164; MLL-CXXC / FITC-HOXA9 DNA fluorescence polarization; Potency, µM (highest dose often 115 µM), for the others: top-dose activity change, negative = inhibition, actives largely listed as inhibitors; 290,000 tested, 0.037% active; active means well fitted inhibition curve with a large enough effect in the polarisation, with a control signal flat, not every such curve was filed as active; inconclusive means small, poorly fitted or top-dose-only effect, or effect the other way, or a change in a side signal; inactive means no such curve, though single readings can be large or run the other way; the % refers to the polarisation; further: potency means the concentration at half of the fitted maximal effect
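Fluorescence polarization: 7 uM MLL-CXXC (stock) preincubated 5 min with compounds, then 50 nM fluorescein-HOX-A9 DNA (stock) added; 30 min ambient. Buffer 50 mM Tris-HCl pH 7.5, 50 mM NaCl, 1 mM DTT, 0.05% BSA.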
hERG WT inh = blocks the wildtype human KCNH2 potassium channel. Q12809. U2OS, BacMam KCNH2, thallium flux FluxOr; stronger effect = lower value. activity change, % at 1.84 µM. AID 720551. 340,000 tested, 0.37% active;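 active means maximum activity change below -70%; inconclusive means maximum activity change between -70% and -50%; inactive means maximum activity change above -50%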; further: on the % scale 0 is the no-effect control and ±100 the full control effect
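U2OS cells transduced with wild-type KCNH2 virus are loaded with FluxOr dye for 45 min, and thallium flux is measured in kinetic reads before and after stimulation buffer. Rate constants are normalized to DMSO controls.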
GALK inh = inhibitors of human galactokinase; P51570; Purified GALK, Kinase-Glo residual ATP luminescence; Potency, µM (doses to about 57.5 µM), without a hit: top-dose activity change, negative = inhibition, most hits filed as inhibitors; 270,000 tested, 0.007% active; AID 1868; further: potency means the concentration at half of the fitted maximal effect; on the % scale 0 is the no-effect control and ±100 the full control effect
Target sequence (P51570 whole entry, looked up): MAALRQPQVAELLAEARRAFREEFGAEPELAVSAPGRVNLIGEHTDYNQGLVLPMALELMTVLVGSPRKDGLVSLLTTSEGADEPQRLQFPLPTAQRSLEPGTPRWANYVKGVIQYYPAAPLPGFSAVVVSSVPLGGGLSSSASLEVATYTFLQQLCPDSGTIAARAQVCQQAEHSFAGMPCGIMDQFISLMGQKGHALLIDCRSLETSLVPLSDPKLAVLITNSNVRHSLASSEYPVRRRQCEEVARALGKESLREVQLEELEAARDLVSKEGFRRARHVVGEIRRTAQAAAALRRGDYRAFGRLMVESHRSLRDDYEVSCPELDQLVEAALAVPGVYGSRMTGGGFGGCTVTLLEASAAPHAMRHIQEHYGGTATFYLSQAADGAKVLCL
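Kinase-Glo Plus luminescence measured ATP left after a 1 h room-temperature reaction. The reaction used 5 nM GALK, 100 uM galactose and 35 uM ATP at pH 8.0 (20 mM HEPES, 5 mM MgCl2, 60 mM NaCl, 1 mM DTT, 0.01% BSA).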
MBNL1 CUG block = MBNL1-poly(CUG) RNA binding inhibition; Q9NR56; TR-FRET MBNL1-His/biotin-(CUG)12 binding, 665/545 ratio; Potency, µM (doses to about 57.5 µM), for the others: top-dose activity change, negative = inhibition, most hits filed as inhibitors; 280,000 tested, 0.036% active; active means well fitted inhibition curve with a large enough effect in the signal ratio, with a control signal flat, not every such curve was filed as active; inconclusive means small, poorly fitted or top-dose-only effect, or effect the other way, or a change in a side signal; inactive means no such curve, though single readings can be large or run the other way; the % refers to the signal ratio; further: potency means the concentration at half of the fitted maximal effect; on the % scale 0 is the no-effect control and ±100 the full control effect
Target sequence (Q9NR56 whole entry, looked up): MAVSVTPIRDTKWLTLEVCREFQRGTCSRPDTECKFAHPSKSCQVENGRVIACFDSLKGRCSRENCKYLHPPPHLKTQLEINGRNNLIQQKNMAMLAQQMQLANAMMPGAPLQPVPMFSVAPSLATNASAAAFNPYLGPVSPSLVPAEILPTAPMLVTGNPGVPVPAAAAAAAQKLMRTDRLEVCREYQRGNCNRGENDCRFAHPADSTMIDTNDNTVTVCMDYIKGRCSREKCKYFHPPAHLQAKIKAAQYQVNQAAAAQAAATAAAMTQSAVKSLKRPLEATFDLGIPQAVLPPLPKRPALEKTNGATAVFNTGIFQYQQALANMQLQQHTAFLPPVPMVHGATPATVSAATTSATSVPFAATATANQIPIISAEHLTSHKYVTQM
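TR-FRET readout: Ex 340 nm, 665/545 nm emission ratio, normalized to buffer-only (basal) and MBNL1-(CUG)12 controls. Complex of MBNL1-His with Biotin-(CUG)12, compounds 92 nM–58 uM, incubated 60 min at room temperature.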
Starred values were filed as active, the others as inactive; ? = inconclusive; / = no result given; & = joins results of further samples; [ ] = remark or other dose. Unless noted, the call rests on the fitted dose curve; in most records, active means well fitted curve in the direction sought with a large enough effect; inconclusive means small, poorly fitted or top-dose-only effect, or another doubt; inactive means no such curve, though single readings can be large; an effect the other way counts as inactive or inconclusive.

SMILES | S-ASM inh | Coupling enz | a7 integrin act | AT treatment | KCNH2 3.1 inh | TRPV1 ag | CXXC DNA block | hERG WT inh | GALK inh | MBNL1 CUG block
O=C(c1cccc([N+](=O)[O-])c1)N1CCCC(C(=O)N2CCN(c3ccccc3)CC2)C1 (configuration not stated) | 3% | -1 | 23% | 9% | 3 | 2 | 1% | -2 | 1% | ?
O=C(CC1CCCC1)Nc1cc(S(=O)(=O)N2CCOCC2)ccc1O | 0% | / | 0% | -6% | -8 | 8 | / | 2 | / | /
COc1ccc(Cl)cc1NC(=O)CS(=O)(=O)c1cccc2nsnc12 | -2% | -3 | -5% | 1% | 12 | -1 | -1% | -1 | 2% | ?
C[C@@]12C(=O)Nc3cc(Cl)ccc3C(=O)N1[C@H]1c3cc(Br)ccc3OC[C@@H]1[C@@H]2c1ccccc1 | -17% | / | -33% | 13% | -44 | 10 | / | -5 | / | /
O=C(NNc1ccc([N+](=O)[O-])cc1)c1ccccc1F | -2% | 1 | 18% | 0% | -20 | -2 | 7% | 3 | -1% | ?
O=C(c1ccc(Br)cc1)N(C1=NCCCCS1)c1ccccc1 | -8% | 0 | 14% | 2% | -1 | 8 | 18% | -4 | -2% | 0%
COc1cc(-c2cc(C(=O)N3CCN(c4ccccn4)CC3)c3ccccc3n2)cc(OC)c1OC | 5% | 1 | -2%[7.66 µM] | 1% | 4 | 0 | -1% | -5 | 4% | 1%
COc1ccc(NC(=O)CN(C)C(=O)c2cccc(NS(=O)(=O)c3ccc(Br)cc3)c2)cc1 | -9% | / | -22% | -1% | -127* | 2 | / | -8 | / | /
CCCc1cc(=O)oc2cc(OCC(=O)Nc3ccc4c(c3)OCCO4)ccc12 | 0% | 4 | 9% | 1% | 6 | -1 | 34%[activator] | 1 | 1% | 0%
CCOC(=O)Cn1c(-c2cccnc2)nc(-c2ccccc2)c1-c1ccccc1 | 0% | 2 | -33% | -9% | 7 | 30 | 51% | 9 | -3% | -9%
CS(=O)(=O)N(CC(=O)N1CCCCCC1)Cc1ccc(Cl)cc1 | -8% | 5 | -6% | -4% | 9 | 1 | 13% | -6 | 0% | -5%
O=C1COc2ccc(C(=O)COC(=O)c3ccco3)cc2N1 | -1% | 3 | 27% | -1% | -8 | 1 | -1% | 3 | -1% | -7%
COC(=O)[C@@H]1OC(=O)[C@H]2O[C@@]23[C@@]1(C)CC[C@@H]1[C@@]2(C)C=CC(=O)OC(C)(C)[C@@H]2CC(=O)[C@]13C | 1% | / | 2% | 5% | -10 | -3 | / | -16 | / | /
Cc1ccc(NC(=O)CSc2nc3ccccc3c(=O)n2CCCC(=O)NCCCN2CCOCC2)cc1 | -5% | -2 | -21% | 2% | -14 | 2 | 8% | 4 | 3% | 0%
C[C@H]1CN([C@@H](C)CO)C(=O)c2cccc(NC(=O)C3CC3)c2O[C@H]1CN(C)Cc1ccncc1 | -1% | / | 2% | 0% | -5 | / | / | -1 | / | /
CC1CC(Nc2ccccc2)c2ccccc2N1C(=O)c1ccncc1 (configuration not stated) | 0% | -1 | 6% | 0% | -17 | -3 | 3% | 3 | -1% | -3%
COc1ccccc1-c1coc2cc(OCC(=O)OCc3ccccc3)ccc2c1=O | -2% | 1 | -1% | 2% | -1 | 4 | -6% | -5 | -4% | -2%
CC(=O)Nc1cc(C)ns1 | -1% | / | 7% | / | 6 | / | / | 2 | / | /
O=C(Nc1ccc2c(c1)CCC2)c1cccs1 | 3% | -21 | 29% | 2% | -18 | ? | -5% | 3 | -1% | -2%
O=C(NN=C1c2ccccc2-c2ccccc21)c1ccccc1 | -9% | 0 | 17% | 0% | 0 | -10 | 25% | -3 | -5% | -3%
O=C(CC(c1ccc(F)cc1)c1ccco1)Nc1nccs1 (configuration not stated) | -5% | -2 | -19% | 2% | -4 | 15 | -3% | -4 | 0% | -1%
CN(CC(=O)NCC1COc2ccccc2O1)S(=O)(=O)c1ccc(Cl)cc1 (configuration not stated) | 2% | / | -15% | 7% | -18 | / | / | 10 | / | /
COC(=O)c1ccc(CNC(=O)CSc2nc3ccccc3[nH]2)cc1 | -8% | 1 | -4% | -2% | -8 | 12 | 12% | -11 | -1% | -6%
Cc1cc(C(=O)c2ccccc2)c(NC(=O)CN2CCOCC2)s1 | 3% | 3 | -19% | 1% | -6 | 1 | 2% | -25 | -1% | -7%
CCn1cc(Br)c(-c2nc3ccccc3c(=O)n2N)n1 | -2% | 0 | 2% | / | 1 | -1 | -6% | 8 | 1% | -3%
CCOC(=O)C1=C(C)NC(C)=C(C(=O)OCC)C1C(=O)OCC(=O)NC(C)C | 89%&87%[activator] | -2 | 23%&-22% | 16% | 14&-9 | 5 | -2% | 2&-3 | -3% | -4%
N/C(=N\OC(=O)CCCc1ccccc1)c1ccc([N+](=O)[O-])cc1 | -3% | 0 | 4% | -2% | 3 | 3 | 60%[activator] | 1 | 2% | ?
CCN(c1cccc(C)c1)S(=O)(=O)c1csc(C(N)=O)c1 | -3% | 0 | 8% | 11% | 2 | 3 | 6% | -6 | 4% | -4%
Cc1ccccc1C(=O)NNC(=O)/C=C/c1ccccc1 | 3% | -2 | -22% | 1% | / | -3 | 4% | -10 | -1% | 18%
CC(OC(=O)C1=COCCO1)C(=O)NC1(C#N)CCCCC1 (configuration not stated) | 2% | / | -15% | 16% | ? | / | / | -7 | / | /
CC(C)OC(=O)c1ccc(Cn2nnc3ccccc3c2=O)cc1 | 0% | 2 | 4%[7.66 µM] | -3% | -1 | 19 | 1% | 6 | 1% | 2%
c1ccc(-c2cc3c(ccc4nonc43)nn2)cc1 | -3% | 2 | 10% | -1% | 1 | 9 | 6% | 3 | 2% | ?
Cc1csc(NC(=O)CCn2c(=O)oc3ccc(Cl)cc32)n1 | -1% | / | -7% | -6% | -1 | 1 | 24% | -20 | 3% | -1%
O=C(COC(=O)Cc1ccc(Cl)cc1)Nc1ccc2[nH]c(=O)[nH]c2c1 | 0% | / | 30% | 4% | -8 | -6 | / | -6 | / | /
CC(OC(=O)c1cccc(NS(C)(=O)=O)c1)C(=O)Nc1ccc(N2CCOCC2)cc1 (configuration not stated) | 3% | 1 | 2% | -2% | 19 | -2 | 3% | 9 | 2% | 1%
CCOc1ccc(C2N(c3ccc(OC)cc3)C(=O)C3CCCN32)cc1OC (configuration not stated) | 4% | 2 | 1% | 10% | 15 | 0 | 1% | 5 | -3% | -3%
COC(=O)c1ccccc1NC(=O)c1sc(Cl)nc1C | -1% | -1 | -53%[inhibitor] | 1% | -1 | 15 | 30% | -7 | 0% | -1%
Cc1cc(-c2nnc(SCC(=O)Nc3ccccc3C(F)(F)F)o2)c(C)n1-c1ccccc1 | -1% | -2 | 14% | 5% | 9 | 0 | 3% | 1 | -2% | -9%
COc1ccccc1N1CCN(C(=O)CN(Cc2ccccc2)S(C)(=O)=O)CC1 | 7% | -3 | 10% | -7% | 4 | 0 | -4% | -40 | 0% | -3%
CN(C)CCN(Cc1ccccc1)C(=O)[C@H](Cc1ccccc1)N1C(=O)c2ccccc2C1=O | 0% | 0 | -24% | -3% | 0 | 1 | -10% | 2 | 5% | -3%
C[C@H](CO)N1C[C@H](C)[C@@H](CN(C)C(=O)NC2CCCCC2)Oc2ccc(NC(=O)c3ccncc3)cc2C1=O | 1% | / | -20% | -3% | -26 | / | / | -4 | / | /
CCC(SCC(=O)OC)C(=O)Nc1nnc(C(C)C)s1 (configuration not stated) | -2% | -1 | 18% | 8% | -12 | 3 | -17% | -6 | 0% | 15%
O=C(O)/C=C\C(=O)Nc1ccccc1C(=O)NC1CCCCC1 | -2% | -1 | 8% | -1% | 6 | 0 | -5% | 6 | -1% | -10%
Cc1ccc(C)c2[nH]c(=O)c(CCNC(=O)CC(C)(C)C)cc12 | 0% | 0 | 0% | 5% | 12 | 0 | 11% | 6 | -2% | -9%
CC1Cc2ccccc2N1C(=O)COC(=O)CCc1nc2ccccc2c(=O)[nH]1 (configuration not stated) | 6% | -1 | 9% | 0% | -17 | -3 | -6% | 3 | 1% | 2%
COc1ccc(C2CC2C(=O)c2ccccn2)cc1 (configuration not stated) | 1% | 1 | 0% | 2% | 7 | 14 | 1% | 1 | 4% | /

Ordered by value in CXXC DNA block (lowest first): some entries from above
SMILES,S-ASM inh,a7 integrin act,TRPV1 ag,CXXC DNA block,GALK inh
CCC(SCC(=O)OC)C(=O)Nc1nnc(C(C)C)s1 (configuration not stated),-2%,18%,3,-17%,0%
CC1Cc2ccccc2N1C(=O)COC(=O)CCc1nc2ccccc2c(=O)[nH]1 (configuration not stated),6%,9%,-3,-6%,1%
O=C(O)/C=C\C(=O)Nc1ccccc1C(=O)NC1CCCCC1,-2%,8%,0,-5%,-1%
